IDH1 R132H inh: blocks human mutant IDH1 R132H enzyme; O75874; IDH1-R132H enzyme, NADPH consumption, diaphorase/resazurin fluorescence; Potency, µM (doses to about 76.6 µM), for inactives: at the top dose activity change, negative = inhibition, hits mostly inhibitors; hit rate 0.093% among 390,000; note: potency is the fitted concentration of half-maximal effect; % is set by controls: 0 for no effect and ±100 for the full control effect; nearly all actives have a fitted effect of over 65% in size
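IDH1-R132H (0.5 ug/mL dispensed) in pH 7.5 Tris buffer was preincubated 30 min with compound, then given a substrate mix of 0.016 mM NADPH and 2 mM alpha-KG for 80 min at room temperature; remaining NADPH was read by diaphorase/resazurin fluorescence.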
USP1 inh: inhibitors of human USP1/UAF1 deubiquitinase; O94782; recombinant USP1/UAF1, Ub-Rhodamine cleavage fluorescence; Potency, µM (top dose mostly 57.1 µM), inactives show at the highest dose activity change, negative = inhibition, actives largely listed as inhibitors; hit rate 0.23% among 390,000; AID 743255; note: potency is the fitted concentration of half-maximal effect; % is set by controls: 0 for no effect and ±100 for the full control effect; nearly all actives have a fitted effect of over 60% in size; inactives centre near -12
Target sequence (O94782 whole entry, looked up): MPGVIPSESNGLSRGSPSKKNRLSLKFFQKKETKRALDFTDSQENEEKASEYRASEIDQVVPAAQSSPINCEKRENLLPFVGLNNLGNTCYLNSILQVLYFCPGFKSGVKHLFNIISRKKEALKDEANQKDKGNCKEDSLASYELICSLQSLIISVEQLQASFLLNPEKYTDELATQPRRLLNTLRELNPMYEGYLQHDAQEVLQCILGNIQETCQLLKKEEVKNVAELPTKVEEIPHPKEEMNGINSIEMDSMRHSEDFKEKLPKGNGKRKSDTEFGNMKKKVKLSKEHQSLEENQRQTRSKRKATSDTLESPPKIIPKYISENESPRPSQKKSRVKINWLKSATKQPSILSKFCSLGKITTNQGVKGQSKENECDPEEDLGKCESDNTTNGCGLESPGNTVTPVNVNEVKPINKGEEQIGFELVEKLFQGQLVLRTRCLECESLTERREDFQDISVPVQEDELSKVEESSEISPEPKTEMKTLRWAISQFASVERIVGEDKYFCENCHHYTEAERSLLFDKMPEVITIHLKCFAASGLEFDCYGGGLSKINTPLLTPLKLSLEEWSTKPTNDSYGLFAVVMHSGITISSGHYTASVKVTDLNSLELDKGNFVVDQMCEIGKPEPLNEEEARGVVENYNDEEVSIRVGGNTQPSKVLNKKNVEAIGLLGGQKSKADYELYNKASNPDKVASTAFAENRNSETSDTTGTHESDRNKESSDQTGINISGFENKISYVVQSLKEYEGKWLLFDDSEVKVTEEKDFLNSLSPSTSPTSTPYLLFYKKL
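High-throughput fluorogenic screen: 1nM USP1/UAF1 complex, Ub-Rho substrate 150nM final, 50mM HEPES pH 7.8 with 0.5mM EDTA, 0.1 mg/ml BSA, 1mM TCEP and 0.01% Tween-20.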
TrxR1 substrate: rat thioredoxin reductase 1 substrate activity | O89049 | purified TrxR1 substrate turnover, NADPH consumption readout | Potency, µM (top dose mostly 114 µM), inactives show top-dose activity change, negative = substrate turnover | hit rate 0.01% among 390,000; note: potency is the fitted concentration of half-maximal effect; % is set by controls: 0 for no effect and ±100 for the full control effect; nearly all actives have a fitted effect of over 50% in size
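Rat TrxR1, dispensed at 90 nM, was prereduced with 400 uM NADPH (final) for 5 min at ~22 deg C, then incubated with compound 15 min before 400 uM selenite. A first-read NADPH fluorescence drop versus no-compound background flagged substrates.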
Glioma ERSR ind: induces the endoplasmic reticulum stress response in human glioma cells; AID 602332; Potency, µM, without a hit: at the highest dose activation, most hits filed as activators; U87-MG GRP78 promoter luciferase reporter, 16 h; hit rate 0.02% among 420,000; note: potency is the fitted concentration of half-maximal effect; series mostly up to about 76 µM; % of control where 0% means no effect; nearly all actives have a fitted effect of over 35% in size
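ERSR induction read as luciferase luminescence (Bright-Glo, 10 min at room temperature) in stably transfected human U87-MG glioma cells exposed to compounds for 16 h, using GRP78 as sensor.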
Vif-APOBEC3F blk: inhibitors of Vif-A3F interaction; HeLa A3F-eYFP + Vif (tagged APOBEC3F with the HIV-1 protein that degrades it), YFP fluorescence increase; Potency, µM (top dose mostly 46.1 µM), inactives show at the top dose activity, negative = active; hit rate 0.2% among 390,000; AID 602313; note: potency is the fitted concentration of half-maximal effect; % of control where 0% means no effect; nearly all actives have a fitted effect of over 65% in size
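Fluorescence increase (Ex 488/Em 500-530) after overnight compound treatment at 37 deg C flags inhibition of Vif-driven A3F-eYFP loss in stable HeLa A3F-eYFP/Vif cells seeded overnight beforehand.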
LDHA inh: LDHA (human) enzyme inhibition; AID 1347041; purified LDHA, NADH/diaphorase-resazurin fluorescence; active compounds read low; hit rate 0.15% among 480,000; P00338; activity change, % (values are at about 110 or 230 µM); in the data active = activity change below about -30%; inconclusive = mostly about -25% to -30%;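 note: plate controls were DMSO wells for no effect and wells without enzyme for full effect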
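Remaining NADH was detected by diaphorase (0.133 mg/mL) converting 37 µM resazurin to fluorescent resorufin, read at 0 and 20 minutes. The preceding 5-minute room-temperature reaction used 2 nM LDHA, 0.2 mM sodium pyruvate and 0.06 mM NADH at pH 7.4.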
RXFP1 ag: agonists of human relaxin receptor RXFP1; Q9HBX9; HEK293T-RXFP1 cAMP TR-FRET, 30 min; response scale: percent of porcine relaxin response, buffer zero; Potency, µM (series often up to 57.5 µM), inactives show at the top dose activation, usual class: activators; hit rate 0.3% among 370,000; note: potency is the fitted concentration of half-maximal effect; % is set by controls: 0 for no effect and ±100 for the full control effect; nearly all actives have a fitted effect of over 60% in size; many of its hits are not listed in these tables
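cAMP rise read by TR-FRET after 30 min, 37C compound exposure (up to 58 uM) in RXFP1-transfected HEK293 cells with Ro 20174 present. EC50 from Hill-equation fits, with 29 nM porcine relaxin as 100% and buffer as basal.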
PI4K2A block: inhibitors of human PI4K2A; purified PI4K2A, ADP-Glo luminescence, 1 h; active compounds read low; activity change, negative = inhibition, % at 76.9 µM; hit rate 0.13% among 420,000; in the data active = activity change below about -50%; inconclusive = mostly about -30% to -49%;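 note: -100% = wells without enzyme as full effect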
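Compounds are screened against recombinant PI4K2A using PI as substrate and ATP, the latter dispensed at 300 microM. Reactions run one hour at ambient temperature before ADP-Glo detection; full inhibition defined by wells lacking enzyme.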
Vif-APOBEC3G blk: inhibitors of Vif-APOBEC3G interaction; HeLa A3G-eYFP + Vif (tagged APOBEC3G with the HIV-1 protein that degrades it), YFP fluorescence, overnight; AID 602310; Q9HC16; Potency, µM (top dose mostly 46.1 µM), for the others: at the top dose activity, negative = active, actives largely listed as inhibitors; hit rate 0.076% among 410,000;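 note: potency is the fitted concentration of half-maximal effect; % is set by controls: 0 for no effect and ±100 for the full control effect; nearly all actives have a fitted effect of over 60% in size; hits raise eYFP signal because A3G escapes Vif-driven loss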
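Read-out is eYFP fluorescence (Ex 488/Em 500-530) from Vif-expressing HeLa A3G-eYFP cells; more signal means A3G escaped Vif-mediated degradation. Cells plated overnight, compound pinned in, incubated overnight at 37 deg C.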
Numbers without * were called inactive; ? = inconclusive; nt = not tested or not shown; & = joins results of further samples; [ ] = dose if it differs, or a comment. Unless noted, calls come from the whole dose curve; as a rule, active = well fitted curve in the direction sought with a large enough effect; inconclusive = small, poorly fitted or top-dose-only effect, or another doubt; inactive = no such curve, though single readings can be large; an effect the other way counts as inactive or inconclusive.

1) O=C(/C=C/c1ccc(O)cc1)c1c(O)cc(O)cc1O
2) N#C/C(=N/Nc1ccc(S(=O)(=O)N2CCOCC2)cc1)C(N)=O
3) CCn1c2ccccc2c2nnc(SCCCn3c(=O)[nH]c4ccccc43)nc21
4) Cc1sc2nc(N)sc2c1C
5) O=C(NC(NC1CCS(=O)(=O)C1)C(=O)c1ccccc1)c1ccc(Cl)cc1 (stereo not drawn)
6) Cn1c(C(=O)O)c(S(=O)(=O)c2ccc(Cl)cc2)c2ccccc21
7) COc1ccc(NC(=O)C2CC(=O)NC(Nc3cccc(C)c3)=N2)cc1 (stereo not drawn)
8) Cc1ccc(OCCNCC(O)COc2ccccc2)cc1 (stereo not drawn)

entry no. | 1 | 2 | 3 | 4 | 5 | 6 | 7 | 8
LDHA inh | -2 | -1 | -1 | -6 | 0 | -2 | -1 | -15
USP1 inh | -21% | -10% | -22% | -17% | -12% | -22% | -11% | -8%
Vif-APOBEC3F blk | -2% | 9% | -2% | 5% | -2% | -5% | -3% | 8%
TrxR1 substrate | 1%[57.1 µM] | -20% | 7% | 9%[57.1 µM] | 8% | 5% | 7%[57.1 µM] | 7%
RXFP1 ag | -0.3% | -2.2% | 3.7% | 3.5% | 0.3% | 0.1% | -0.7% | 2.1%
PI4K2A block | 2 | 2 | 1 | 12 | -3 | 3 | -4 | -1
Vif-APOBEC3G blk | -8% | 0% | -4% | 1% | -1% | 2% | 2% | 1%
Glioma ERSR ind | -1%&5% | 1% | -2% | 0% | -1% | -1% | -3% | -3%
IDH1 R132H inh | -3% | 2% | 4% | 10% | -1% | 11% | 2% | -9%

9) Cc1ccc(S(=O)(=O)N(C(=O)c2ccncc2)c2ccc(OC(=O)c3ccncc3)c3ccccc23)c(C)c1
10) Oc1c(Cl)cc(Cl)c2cccnc12
11) C=Cn1nc(C)c2ccccc2c1=O
12) CN1C[C@@H]2C(c3ccc(C(F)(F)F)cc3)C3(c4cccnc4)CC2(C3)[C@H]1c1ccccc1 (stereo partly drawn)
13) CCOC(=O)c1c(C)c(C)n2c1NC(=O)C2
14) CC1CN(c2nc3ccccc3nc2C(C#N)C(=O)NCc2ccc3c(c2)OCO3)CC(C)O1 (stereo not drawn)
15) O=C(c1cc[n+]([O-])cc1)N1CCCC(N2CCN(c3cccc(C(F)(F)F)c3)CC2)C1 (stereo not drawn)
16) COc1cc(C(=O)NCCc2csc3nc(-c4ccccc4C)nn23)cc(OC)c1OC

entry no. | 9 | 10 | 11 | 12 | 13 | 14 | 15 | 16
LDHA inh | 19 | 6 | -4 | -3 | -6 | -2 | -4 | 0
USP1 inh | -23% | -20% | 1% | ? | nt | 31%[activator] | -8% | 10%
Vif-APOBEC3F blk | 6% | -11% | 1% | -22% | nt | ? | 2% | 3%
TrxR1 substrate | 9%[57.1 µM] | -11% | -11% | 3%[57.1 µM] | nt | -6% | 14% | -10%[57.1 µM]
RXFP1 ag | 1.3% | 2.0% | 2.1% | -0.3% | nt | 1.2% | -1.9% | 0.7%
PI4K2A block | -2 | -7&-12 | 4 | 4 | -5 | 4 | -5 | -4
Vif-APOBEC3G blk | ? | -1% | 2% | 3% | 0% | 0% | -2% | -2%
Glioma ERSR ind | -17% | -6%&-6% | -5% | -4% | -3% | -1% | -3% | -1%
IDH1 R132H inh | 13% | -5% | 2% | -1% | nt | 0% | 7% | -18%

17) CCc1ccc(NC(=O)CCNS(=O)(=O)c2cccc3nsnc23)cc1
18) CC(C)Oc1ccc(/C(O)=C2/C(=O)C(=O)N(CCN3CCNCC3)C2c2ccc(C(C)C)cc2)cc1 (stereo not drawn)
19) CCOC(=O)N1CCN(C(=O)CSc2nc(=O)n3cccc(C)c3n2)CC1
20) Cc1occc1-c1nnc(SCC(=O)N2CCCc3ccccc32)n1Cc1ccco1
21) Cc1ccc(CC2SC(N=C(N)N)=NC2=O)cc1 (stereo not drawn)
22) c1ccc(Nc2n[nH]nc2-c2ccccc2)cc1
23) CCOc1cc(C(=S)N2CCOCC2)ccc1OC
24) Cc1cccc(N=C2NN=C(c3ccc4c(c3)OCCO4)CS2)c1

entry no. | 17 | 18 | 19 | 20 | 21 | 22 | 23 | 24
LDHA inh | -2 | -1 | -3 | 2 | -8 | -6 | -1 | -5
USP1 inh | ? | -18% | -6% | -9% | -3% | -6% | -16% | -12%
Vif-APOBEC3F blk | -1% | -10% | -11% | 0% | 0% | -2% | -5% | -7%
TrxR1 substrate | 3% | 5% | 6% | 13%[11.4 µM] | 5%[57.1 µM] | -8% | 11% | -6%
RXFP1 ag | -1.5% | 0.0% | 24% | 0.1% | -1.5% | -0.9% | -0.1% | 7.8%
PI4K2A block | -2 | -5 | 0 | -8 | 6 | -15 | 1 | -6
Vif-APOBEC3G blk | -1% | -1% | 2% | 0% | 0% | ? | 1% | 1%
Glioma ERSR ind | -3% | -5% | -3% | -1% | -3% | -4% | -1% | 4%
IDH1 R132H inh | 10% | -5% | 2% | 0% | -10% | -7% | 12% | -16%

25) c1ccc(CCC2CCCCN2Cc2nc(C3CC3)no2)cc1 (stereo not drawn)
26) COc1ccccc1N(CC(=O)NC1CCCCC1)S(=O)(=O)c1ccccc1
27) Cc1oc2ncnc(N)c2c1C
28) Cc1noc(C)c1COc1ccccc1C(=O)NCCc1ccccc1
29) C[C@H](CO)N1C[C@H](C)[C@@H](CN(C)C(=O)NC2CCCCC2)Oc2c(NC(=O)Nc3ccc(C(F)(F)F)cc3)cccc2C1=O
30) Cc1ccc2nc(-c3ccc(Cl)s3)c(Nc3ccc4c(c3)OCCO4)n2c1
31) C[n+]1c2n(c3ccccc31)N=C(c1ccc(-c3ccccc3)cc1)CS2
32) CC(C)NC(=O)c1cc2n(n1)C(C(F)(F)F)CC(c1ccco1)N2 (stereo not drawn)

entry no. | 25 | 26 | 27 | 28 | 29 | 30 | 31 | 32
LDHA inh | 2 | -5 | -7 | -4 | 8 | -4 | -2 | -13
USP1 inh | 2% | -19% | 6% | 4% | ? | -6% | -11% | 0%
Vif-APOBEC3F blk | -18% | -15% | 2% | -2% | -1% | -4% | -3% | -4%
TrxR1 substrate | -7% | 3%[57.1 µM] | -5% | -4% | 0% | 8% | 0% | 0%[57.1 µM]
RXFP1 ag | -0.7% | 0.1% | 5.8% | 0.3% | nt | 2.6% | 0.4% | 2.8%
PI4K2A block | -2 | -1 | 28 | -4 | -5 | 0 | -9 | -4
Vif-APOBEC3G blk | -2% | 0% | 0% | 0% | -2% | -3% | -5% | -7%
Glioma ERSR ind | -2% | -4% | -4% | 5% | -2% | 1% | -3% | 2%
IDH1 R132H inh | 6% | -4% | 0% | -10% | 10% | -10% | 2% | -1%

Whole records as entered above.
Entry for `C[n+]1c2n(c3ccccc31)N=C(c1ccc(-c3ccccc3)cc1)CS2` : LDHA inh = -2; USP1 inh = -11%; Vif-APOBEC3F blk = -3%; TrxR1 substrate = 0%; RXFP1 ag = 0.4%; PI4K2A block = -9; Vif-APOBEC3G blk = -5%; Glioma ERSR ind = -3%; IDH1 R132H inh = 2%
Entry for `Cc1oc2ncnc(N)c2c1C` : LDHA inh = -7; USP1 inh = 6%; Vif-APOBEC3F blk = 2%; TrxR1 substrate = -5%; RXFP1 ag = 5.8%; PI4K2A block = 28; Vif-APOBEC3G blk = 0%; Glioma ERSR ind = -4%; IDH1 R132H inh = 0%

(more compounds)
33) CCOC(=O)CSc1nc2cc3c(cc2c(=O)n1CCCC(=O)NCc1ccc2c(c1)OCO2)OCO3
34) O=C(CSc1cccc(C(F)(F)F)c1)Nc1ccc(Cl)cc1Cl
35) O=C(NCCOc1ccc(F)cc1)C1CCC(=O)N(Cc2ccc(Cl)cc2)C1 (stereo not drawn)
36) Cc1noc(C)c1COc1ccc(C(=O)OCC(=O)Nc2cccc(S(=O)(=O)N3CCOCC3)c2)cc1
37) COCCNC(=O)c1ccc2c(c1)N(Cc1cccc(Cl)c1)C(=O)c1ccccc1S2(=O)=O
38) O=C(O)/C(=C\c1cccc(O)c1)c1ccc(S(=O)(=O)N2CCCC2)s1
39) CCN1CCN(CCNC(=O)CCCCCn2c(=O)[nH]c3cc(C(=O)OC)ccc3c2=O)CC1
40) Cc1cc(C)c2c(N=NN3CCCCC3)[nH]nc2n1
41) CC(O)(c1ccc(F)c(F)c1)c1nc(-c2cc(F)cc(F)c2)cs1 (stereo not drawn)

entry no. | 33 | 34 | 35 | 36 | 37 | 38 | 39 | 40 | 41
LDHA inh | 1 | 2 | 0 | -13 | -2 | 0 | -8 | -2 | -4
USP1 inh | -8% | ? | -32% | -16% | -7% | -18% | -13% | 5% | nt
Vif-APOBEC3F blk | -9% | -2% | 4% | 1% | 1% | 8% | 2% | -13% | nt
TrxR1 substrate | 7%[57.1 µM] | 3% | nt | -12% | -3%[57.1 µM] | -2% | 20% | 4% | nt
RXFP1 ag | 2.1% | 0.1% | nt | 2.8% | 0.5% | 1.1% | -0.5% | -0.6% | nt
PI4K2A block | 4 | -2 | -3 | -4 | -11 | -4 | 3 | -1 | 2
Vif-APOBEC3G blk | 0% | -1% | -1% | -1% | -2% | -2% | 0% | 0% | -17%
Glioma ERSR ind | -2% | -2% | 2% | -1% | -2% | -2% | -2% | -4% | -2%
IDH1 R132H inh | 13% | 5% | -3% | -1% | -14% | -2% | 9% | -1% | nt

Only part of the results is shown; rates above refer to the full screens.
